# CCR6 antagonist: antagonists of human CCR6 receptor | inhibition, % at 20 µM | AID 493098 | CHO-K1 CCR6 PathHunter beta-arrestin, luminescence, CCL20-stimulated | 340,000 tested, 0.49% active | P51684;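 active = compounds whose inhibition of the agonist-driven luminescence signal at 20 µM reaches about 50%, limit read from the data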;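 also: cells stimulated with CCL20 at 14 nM final; plate controls were DMSO with CCL20 for no effect and DMSO without agonist for full effect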
# Target sequence (P51684 whole entry, looked up): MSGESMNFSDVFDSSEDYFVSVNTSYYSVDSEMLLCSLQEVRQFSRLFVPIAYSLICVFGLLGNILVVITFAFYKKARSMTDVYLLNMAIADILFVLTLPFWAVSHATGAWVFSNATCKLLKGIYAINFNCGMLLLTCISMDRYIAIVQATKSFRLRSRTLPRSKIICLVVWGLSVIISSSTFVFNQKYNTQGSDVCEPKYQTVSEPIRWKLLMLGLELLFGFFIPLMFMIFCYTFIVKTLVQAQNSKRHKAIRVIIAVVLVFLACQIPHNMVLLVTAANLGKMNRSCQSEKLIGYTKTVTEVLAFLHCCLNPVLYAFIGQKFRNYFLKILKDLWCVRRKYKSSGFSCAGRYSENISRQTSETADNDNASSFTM
# Jurkat NFkB inh: inhibitors of the PMA/ionomycin-induced NF-kB reporter in Jurkat cells; 330,000 tested, 0.53% active; inhibition, % at 4 µM; AID 435003; PMA/ionomycin-induced NF-kB luciferase reporter, luminescence; in the data active = inhibition above about 50%
# 697 NFkB inh: inhibitors of the PMA/ionomycin-induced NF-kB reporter in 697 B cells; inhibition, % at 4 µM; AID 435022; 330,000 tested, 0.33% active; 697 B-cell NF-kB luciferase reporter, 16 h; in the data active = inhibition above about 35%
# EBI2 block: antagonists of human EBI2 receptor. P32249. EBI2 beta-arrestin recruitment, luminescence, 7a,25-OHC stimulated. inhibition, % at 5 µM. 360,000 tested, 0.81% active; in the data active = inhibition above about 38%;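 also: enzyme fragment complementation signal reports receptor beta-arrestin coupling in cells; 0% = agonist plus DMSO wells and 100% = wells without agonist; some results beyond the cut were filed as inactive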
# UBC13 polyUb: inhibitors of human UBC13 polyubiquitin chain formation; P61088; TR-FRET; inhibition, % at 20 µM; 330,000 tested, 0.47% active; AID 485273; in the data active = inhibition above about 45%, passing the limit was not always enough
# Target sequence (P61088 whole entry, looked up): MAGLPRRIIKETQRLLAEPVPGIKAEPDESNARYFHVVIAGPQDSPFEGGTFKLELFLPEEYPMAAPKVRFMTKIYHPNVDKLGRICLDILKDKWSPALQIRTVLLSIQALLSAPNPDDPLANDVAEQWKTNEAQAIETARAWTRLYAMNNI
# Gli-Sufu block: blocks Gli-Sufu signaling in a luciferase reporter; Sufu-KO-LIGHT fibroblasts, Gli luciferase reporter luminescence; inhibition, % at 5 µM; 340,000 tested, 0.74% active; AID 588413;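 active = inhibition above about 55%, limit read from the data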;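 also: 0% = DMSO-treated cells and 100% = wells with medium but no cells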
# APJ antag: blocks the human apelin receptor APJ. inhibition, % at 20 µM. AID 2521. CHO-K1 APJ beta-arrestin complementation, luminescence. 330,000 tested, 0.32% active. P35414;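 active = inhibition above about 40% at 20 µM, limit read from the data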;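 also: cells challenged with 10 nM apelin-13 agonist together with compound; plate controls were apelin-13 plus DMSO wells for no effect and DMSO wells lacking apelin-13 for full effect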
# Target sequence (P35414 whole entry, looked up): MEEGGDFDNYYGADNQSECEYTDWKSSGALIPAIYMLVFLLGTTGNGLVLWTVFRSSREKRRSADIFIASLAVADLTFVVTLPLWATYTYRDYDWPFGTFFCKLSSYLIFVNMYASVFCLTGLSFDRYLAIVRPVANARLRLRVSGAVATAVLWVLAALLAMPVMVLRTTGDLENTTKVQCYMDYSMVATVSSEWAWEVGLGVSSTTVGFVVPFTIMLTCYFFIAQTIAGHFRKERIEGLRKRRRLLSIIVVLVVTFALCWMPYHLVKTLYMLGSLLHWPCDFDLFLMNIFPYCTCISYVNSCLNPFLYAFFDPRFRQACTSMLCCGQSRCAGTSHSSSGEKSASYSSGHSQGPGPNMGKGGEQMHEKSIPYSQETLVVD
# CXCR6 block: inhibitors of human CXCR6 receptor. 360,000 tested, 0.36% active. inhibition, % at 20 µM. CHO-K1 PathHunter CXCR6 beta-arrestin, luminescence. AID 602244. O00574; in the data active = inhibition above about 34%, passing the limit was not always enough;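 also: antagonist mode with CXCL16 agonist at 10 nM final; 0% = 10 nM CXCL16 with DMSO and 100% = unstimulated wells without agonist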
# Active calls of the source: *; / = not tested or not shown. Compounds were not picked by outcome; any-hit rate near 3%.
(1) O=C(CSc1nc2ccccc2o1)N1CCN(C(=O)c2ccco2)CC1
(2) O=C(CCN1CCCCC1)Nc1ccc(Br)cc1
(3) O=S(=O)(Nn1cnnc1)c1ccccc1Cl
(4) C#CCOCCOCCOCCNc1nc(N2CCOCC2)nc(N2CCN(C(=O)[C@H](Cc3cc4ccccc4[nH]3)n3cc([C@@H](N)C(C)CC)nn3)CC2)n1 (some centres undefined)
(5) COc1ccc(C2CC(=O)c3cnn(-c4nc(C)cc(C)n4)c3C2)cc1OC (centres undefined)
(6) COCCn1c(SCC(=O)N2CCCc3ccccc32)nc2ccccc2c1=O
(7) Cc1ccc(N2CC(C(=O)N(C)CC(=O)Nc3ccc(Cl)c(C(F)(F)F)c3)CC2=O)cc1 (centres undefined)
(8) CCOC(=O)c1c(C)[nH]c(C(=O)O)c1C

compound no.	1	2	3	4	5	6	7	8
CCR6 antagonist	10	18	4	6	7	-4	1	6
Jurkat NFkB inh	-12	-4	4	9	9	5	28	11
697 NFkB inh	5	-2	-2	24	2	3	23	12
EBI2 block	-6	-15	-9	3	0	19	1	3
UBC13 polyUb	-4	5	5	26	-1	7	12	-6
Gli-Sufu block	-10	5	-4	-17	8	12	4	-2
APJ antag	-10	-3	10	22	1	-8	4	6
CXCR6 block	-11	-1	-13	3	0	13	-10	-7

(9) COc1ccc(S(=O)(=O)N2CCOC2CNC(=O)C(=O)NCCc2ccccc2)cc1OC (centres undefined)
(10) Cc1occc1C(=O)N/N=C/c1ccc(-c2cccc([N+](=O)[O-])c2)o1
(11) COCCNc1nc(N)c([N+](=O)[O-])c(NCCO)n1
(12) Cc1cc(C)cc(NC(=O)c2cc(C)nc3ccccc23)c1
(13) O=C(CC1C(=O)NCCN1CCCc1ccccc1)NCCc1ccccc1Cl (centres undefined)
(14) CC(C)OC(=O)CSc1nnc(SCc2cccc3ccccc23)s1
(15) COc1ccc(CCNC(=O)CCC(=O)N2CCN(S(=O)(=O)c3ccccc3)CC2)cc1OC
(16) O=C1C2C3C=CC(CNS(=O)(=O)c4ccccc4[N+](=O)[O-])(O3)C2C(=O)N1c1ccccc1 (centres undefined)

compound no.	9	10	11	12	13	14	15	16
CCR6 antagonist	6	/	-9	8	12	-12	-4	2
Jurkat NFkB inh	-6	1	8	-8	-10	13	-14	14
697 NFkB inh	11	14	-1	-18	-2	11	-4	17
EBI2 block	0	5	-8	13	8	10	-1	-4
UBC13 polyUb	-2	-12	-2	-3	7	4	-2	5
Gli-Sufu block	-4	/	5	18	-6	-1	2	-3
APJ antag	11	-4	11	-1	5	22	3	-6
CXCR6 block	-6	-12	1	3	4	6	-3	-6

# Compound profiles (already shown).
# COCCNc1nc(N)c([N+](=O)[O-])c(NCCO)n1 reads CCR6 antagonist = -9; Jurkat NFkB inh = 8; 697 NFkB inh = -1; EBI2 block = -8; UBC13 polyUb = -2; Gli-Sufu block = 5; APJ antag = 11; CXCR6 block = 1
# Cc1cc(C)cc(NC(=O)c2cc(C)nc3ccccc23)c1 reads CCR6 antagonist = 8; Jurkat NFkB inh = -8; 697 NFkB inh = -18; EBI2 block = 13; UBC13 polyUb = -3; Gli-Sufu block = 18; APJ antag = -1; CXCR6 block = 3

# Going on with the list.
(17) Cc1ccc(C)n1-c1cccc(C(=O)O)c1
(18) Clc1cccc(N2CCN(Cc3nc(-c4ccccc4)no3)CC2)c1
(19) Cc1ccc(S(=O)(=O)N2CCN(C(=O)c3ccc4ccccc4n3)CC2)c(C)c1
(20) Cc1cc(C)cc(N(C(=O)Cc2cccs2)C(C(=O)NC2CCCC2)c2ccc(C)o2)c1 (centres undefined)
(21) Cc1ccc(S(=O)(=O)Nc2ccc(N3CCOCC3)cc2)cc1C
(22) Cc1ccc(N2C(=O)N(CC(=O)Nc3cc(F)ccc3C)C(=O)C2C)cc1 (centres undefined)
(23) Cc1ccc(S(=O)(=O)c2nnn3c2nc(NC2CCN(Cc4ccccc4)CC2)c2ccccc23)cc1C
(24) Cc1cc(OCC(=O)NCCc2ccc(Cl)cc2)c2c(C)cc(=O)oc2c1

compound no.	17	18	19	20	21	22	23	24
CCR6 antagonist	/	19	2	0	-2	11	21	13
Jurkat NFkB inh	-4	6	-45	-9	12	-5	9	16
697 NFkB inh	-1	-2	-83	-6	-4	-5	-34	-14
EBI2 block	/	1	55*	12	-8	7	31	0
UBC13 polyUb	16	-1	-8	3	-6	4	18	-2
Gli-Sufu block	/	-28	-43	3	17	-6	36	/
APJ antag	-12	-62	-13	-8	-5	3	4	3
CXCR6 block	/	-2	3	6	4	0	12	0

(25) C=CCN1C(C(=O)c2ccccc2)=C(OC(=O)COc2ccccc2)c2ccccc2S1(=O)=O
(26) COc1cc(C2C(C#N)=C(N)Oc3n[nH]c(C)c32)cc2c1OCO2 (centres undefined)
(27) Cc1ccc(S(=O)(=O)/N=C/c2c(O)ccc3ccccc23)cc1
(28) Cc1ccc(S(=O)(=O)N2CCN(C(=O)COC(=O)c3ccc(O)cc3)CC2)c(C)c1
(29) COc1cccc(-n2c(Cc3cc(=O)[nH]c(=O)[nH]3)nnc2SCC(=O)N2CCC(C)CC2)c1
(30) COc1ccc(S(=O)(=O)CC(=O)c2cc3cc(Br)ccc3oc2=O)cc1
(31) CC(=NCc1cccc(Cl)c1)c1nc(-c2ccco2)oc1O
(32) Cc1ccc(S(=O)(=O)Nc2cnc3ccccc3c2)cc1

compound no.	25	26	27	28	29	30	31	32
CCR6 antagonist	-1	7	8	4	8	0	8	3
Jurkat NFkB inh	/	10	13	10	-4	-11	6	-5
697 NFkB inh	/	3	8	7	-7	-5	21	-13
EBI2 block	-5	-5	-7	-1	4	3	-2	-8
UBC13 polyUb	/	-13	3	-1	-5	-17	3	-4
Gli-Sufu block	-4	11	7	1	21	-5	-2	0
APJ antag	/	6	-13	-7	6	-1	2	-7
CXCR6 block	11	6	-27	3	4	-4	-3	-1

(33) CC1CCN(CCCNC(=O)c2coc3nc4ccccc4nc23)CC1
(34) O=C(N/N=C/c1cccc(OCc2ccccc2)c1)c1ccc(Br)o1
(35) COc1ccc(C(C#N)N2CCC(c3ccccc3)=N2)cc1OC (centres undefined)
(36) Cc1ccc(NS(=O)(=O)c2cc(NC(=O)c3cc(=O)[nH]c(=O)[nH]3)ccc2Cl)c(C)c1
(37) O=C(NNC(=S)NCc1ccco1)c1cccs1
(38) CNc1c(NS(=O)(=O)c2ccc(C3CCCCC3)cc2)c(=O)oc2ccccc12
(39) CCOC(=O)C1=C(C)N(CCCCCC(=O)O)C(=O)NC1c1ccc(Cl)cc1 (centres undefined)
(40) CCn1ncc(C(=O)Nc2ccc([N+](=O)[O-])cc2OC)c1C

compound no.	33	34	35	36	37	38	39	40
CCR6 antagonist	20	2	-2	8	-2	4	4	1
Jurkat NFkB inh	12	-2	3	5	4	-7	11	-19
697 NFkB inh	2	-13	3	10	9	-5	7	-4
EBI2 block	1	13	-14	8	-2	-7	-8	3
UBC13 polyUb	3	4	2	6	-2	-6	-11	-18
Gli-Sufu block	25	-27	-4	-47	13	-28	4	5
APJ antag	23	-14	-1	9	12	-19	-11	0
CXCR6 block	6	3	-5	3	5	2	3	-5

# Overlap with the part before: three compounds, followed by the next part.
(38) CNc1c(NS(=O)(=O)c2ccc(C3CCCCC3)cc2)c(=O)oc2ccccc12
(39) CCOC(=O)C1=C(C)N(CCCCCC(=O)O)C(=O)NC1c1ccc(Cl)cc1 (centres undefined)
(40) CCn1ncc(C(=O)Nc2ccc([N+](=O)[O-])cc2OC)c1C
(41) CCCCCN1CC(=O)N2C(C)c3[nH]c4ccccc4c3C[C@H]2C1=O (some centres undefined)
(42) On1c(-c2ccc(Cl)cc2)nc2ccccc21
(43) CCN(CC)CCn1c(-c2ccc(C)cc2)nc(=S)c2c1CC(C)(C)OC2
(44) Nc1ccc(CSc2ccccc2)cc1
(45) CCN(Cc1ccccc1)C(=O)Cn1c(=O)n(CC(=O)NCc2ccco2)c(=O)c2sccc21
(46) O=Cc1ccc(OCc2nnsc2Cl)cc1
(47) Cn1cc(C=O)c2cc(S(=O)(=O)N3CCOCC3)ccc21
(48) Cn1nc([N+](=O)[O-])nc1Oc1ccc(C(C)(C)C)cc1

compound no.	38	39	40	41	42	43	44	45	46	47	48
CCR6 antagonist	4	4	1	1	-1	9	-8	-6	7	7	2
Jurkat NFkB inh	-7	11	-19	-27	-29	18	/	-5	-7	-2	9
697 NFkB inh	-5	7	-4	-5	-44	-8	/	1	20	3	14
EBI2 block	-7	-8	3	17	-11	-2	7	3	7	-13	8
UBC13 polyUb	-6	-11	-18	1	-1	42	/	4	2	-8	-8
Gli-Sufu block	-28	4	5	5	-7	7	-22	11	1	6	4
APJ antag	-19	-11	0	-4	-60	13	/	-6	-22	0	-7
CXCR6 block	2	3	-5	3	-14	2	0	1	0	0	-10

(49) CC1CCCC(NC(=O)C2CCN(S(=O)(=O)N3CCOCC3)CC2)C1C (centres undefined)
(50) Cc1nnc(SCC(=O)N2CCCc3ccccc32)[nH]c1=O
(51) CC(Oc1ccccc1)c1ccnn1S(=O)(=O)c1ccccc1 (centres undefined)
(52) Cc1cc(N2CCN(c3ccccn3)CC2)n2c(nc3ccccc32)c1C#N
(53) Cc1ccc(CN(C)c2nc(-c3cccnc3)nc3ccccc23)o1
(54) COc1ccc(CNC(=O)C2CCN(c3nc(OC)nc(OC)n3)CC2)cc1
(55) CC1CCCCC1NC(=O)COC(=O)c1c2c(nc3ccccc13)/C(=C\c1ccco1)CC2 (centres undefined)
(56) O=C1CCCCCN1C(=O)c1ccccc1

compound no.	49	50	51	52	53	54	55	56
CCR6 antagonist	-6	-3	7	20	2	1	18	7
Jurkat NFkB inh	2	-5	11	/	7	13	/	/
697 NFkB inh	6	7	8	/	2	6	/	/
EBI2 block	-10	3	4	-58	9	-2	12	0
UBC13 polyUb	2	4	8	/	6	-2	/	/
Gli-Sufu block	-2	2	2	-6	-13	2	1	6
APJ antag	2	-13	8	/	-6	14	/	/
CXCR6 block	2	1	6	2	1	4	11	-3

(57) Cc1sc2nc(CSCC(=O)Nc3c(F)cccc3F)[nH]c(=O)c2c1C
(58) CCOC(=O)C1=C(C)N(CCCC(=O)NCc2ccc3c(c2)OCO3)C(=O)NC1c1ccc(Br)cc1 (centres undefined)
(59) N#C/C(=C\c1cccs1)Sc1nc2ccccc2s1
(60) O=C(NCc1ccc(Cl)cc1)c1ccc(CNc2c(N3CCCC3)c(=O)c2=O)cc1
(61) O=C(COC(=O)COc1ccccc1)NCc1ccccc1
(62) Cc1ccc(N(C(=O)c2ccco2)C(C(=O)NC2CCCC2)c2ccco2)c(C)c1 (centres undefined)
(63) CCOc1ccc(N2CC(C(=O)Nc3ccccc3N3CCOCC3)CC2=O)cc1 (centres undefined)
(64) COc1ccc(-c2csc3nc(-c4cccnc4)nc(N4CCC(C(N)=O)CC4)c23)cc1OC
(65) COc1cccc(C(=O)Nc2ccc(C(=O)NCC(C)C)cc2)c1
(66) Cc1ccc(S(=O)(=O)NCCN(CCNS(=O)(=O)c2ccc(C)cc2)S(C)(=O)=O)cc1

compound no.	57	58	59	60	61	62	63	64	65	66
CCR6 antagonist	-4	13	15	11	-5	22	5	3	6	1
Jurkat NFkB inh	2	-3	-6	-11	-9	-2	4	15	2	7
697 NFkB inh	28	8	-13	-13	-9	-10	-4	39*	25	-8
EBI2 block	5	/	-9	4	1	5	-5	14	-10	-1
UBC13 polyUb	14	5	-1	-4	-13	-8	10	13	5	-2
Gli-Sufu block	-4	25	-22	-3	2	-19	14	21	7	4
APJ antag	20	7	8	-1	17	9	7	19	-6	7
CXCR6 block	6	/	-1	-2	-2	0	10	-1	-8	9

# Assay outcomes (PubChem BioAssay)
